Assay outcomes (PubChem)
RECQ1 helicase – RECQ1 (human) helicase inhibition; P46063; RECQ1 DNA unwinding, red fluorescence kinetic read; Potency, µM (highest dose often 57.3 µM), for inactives: top-dose activity, negative = inhibition, usual class: inhibitors; 240,000 tested, 0.54% active;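 also: plate controls were vehicle for no effect and no enzyme for full effect; nearly all actives have a fitted effect of over 30% in size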
Target sequence (P46063 whole entry, looked up): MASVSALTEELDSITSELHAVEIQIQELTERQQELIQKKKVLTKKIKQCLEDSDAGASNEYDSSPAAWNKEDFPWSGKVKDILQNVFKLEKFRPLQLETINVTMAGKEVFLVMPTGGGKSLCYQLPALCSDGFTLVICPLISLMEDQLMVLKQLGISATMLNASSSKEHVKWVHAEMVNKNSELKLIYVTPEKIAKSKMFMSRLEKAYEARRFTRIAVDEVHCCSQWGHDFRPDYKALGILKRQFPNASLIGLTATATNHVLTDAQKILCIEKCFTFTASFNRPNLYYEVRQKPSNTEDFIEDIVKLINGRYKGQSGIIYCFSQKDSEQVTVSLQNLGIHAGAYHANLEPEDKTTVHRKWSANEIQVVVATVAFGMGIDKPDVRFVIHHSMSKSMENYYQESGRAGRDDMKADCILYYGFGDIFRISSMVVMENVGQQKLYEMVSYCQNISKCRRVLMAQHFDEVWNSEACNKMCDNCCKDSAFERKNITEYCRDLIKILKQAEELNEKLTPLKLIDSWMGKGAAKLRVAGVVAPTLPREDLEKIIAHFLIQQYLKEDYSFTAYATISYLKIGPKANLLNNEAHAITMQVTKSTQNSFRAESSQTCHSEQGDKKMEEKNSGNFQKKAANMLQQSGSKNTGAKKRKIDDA
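50 nM RECQ1T1 preincubated 15 min with compound in Tris pH 8.0 buffer with MgCl2, DTT, Tween-20 and 2.5 ug/ml poly(dI-dC); started with 200 nM TAMRA/BHQ-2 forked duplex and 2 mM ATP. Unwinding read as fluorescence (525/598 nm), two reads 2 h apart.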
SMN2 splice up – increases expression of the SMN2 splice variant; 210,000 tested, 2.8% active; AID 1458; Potency, µM (highest dose often 46.1 µM), inactives show at the highest dose activity change, positive = activation, actives largely listed as activators; HEK293 SMN2-luciferase splicing reporter, luminescence, 30-36 h; also: % of control where 0% means no effect; nearly all actives have a fitted effect of over 55% in size
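qHTS luciferase splicing reporter: luminescence rises when SMN2 exon 7 is included in transfected HEK293 cells. Compound exposure lasted 30-36 h at 37C, with 4.5 mM final sodium butyrate as control, followed by a ONE-Glo read.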
KDM4E inh – blocks human JMJD2E demethylase activity; Potency, µM (top dose mostly 57.1 µM), for inactives: at the highest dose activity change, negative = inhibition, most hits filed as inhibitors; AID 2147; JMJD2E catalytic domain, FDH-coupled NADH fluorescence (FDH is formaldehyde dehydrogenase); 230,000 tested, 1.6% active; active = well fitted inhibition curve with a large enough effect, not every such curve was filed as active; inconclusive = small, poorly fitted or top-dose-only effect, or another doubt; inactive = no such curve, though single readings can be large or run the other way;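 also: 0% = wells with enzyme and -100% = buffer wells without enzyme; nearly all actives have a fitted effect of over 50% in size; many of its hits are not listed in these tables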
Target sequence (B2RXH2 1-337 limits assumed): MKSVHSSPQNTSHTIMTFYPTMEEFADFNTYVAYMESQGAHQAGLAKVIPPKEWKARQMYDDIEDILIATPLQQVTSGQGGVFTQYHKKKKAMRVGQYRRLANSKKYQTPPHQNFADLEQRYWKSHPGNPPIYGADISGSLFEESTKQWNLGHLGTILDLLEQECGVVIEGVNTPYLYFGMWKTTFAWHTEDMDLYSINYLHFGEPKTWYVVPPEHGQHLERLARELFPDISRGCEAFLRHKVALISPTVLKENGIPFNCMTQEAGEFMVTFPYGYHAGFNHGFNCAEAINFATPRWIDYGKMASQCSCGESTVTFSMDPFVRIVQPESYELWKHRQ
Epigenetic derep – epigenetic control regulation, reporter derepression; murine LDR cells, GFP reporter derepression, 30 h; Potency, µM (titrated, usually from 53.9 µM), inactives show top-dose GFP activation, hits mostly activators; 280,000 tested, 0.2% active; AID 1865; also: % of control where 0% means no effect; nearly all actives have a fitted effect of over 60% in size
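In this reporter-derepression format, murine cells bearing a silenced integrated CMV-GFP locus incubate with test compound (30 h, 37 C), then are washed and imaged; fluorescent objects of 20–120 um count as induced cells.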
IMPase Li inh – membrane-permeable IMPase blocker, potentiated with lithium | CHO-M1 cells, IP1 TR-FRET (IP-One), carbachol + lithium | Potency, µM (top dose mostly 59.4 µM), for the others: at the top dose activity, negative = IMPase inhibition, hits mostly inhibitors | 210,000 tested, 0.35% active | AID 1457;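 also: IP1 builds up when IMPase is blocked and the TR-FRET signal falls; plate controls were basal vehicle for no effect and high inhibitor control for full effect; nearly all actives have a fitted effect of over 50% in size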
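Concentration–response in CHO-M1 cells, lithium-potentiated; 30 min at 37C. IP1 detected by competitive TR-FRET after 10 min lysis at RT. Hill-fitted AC50.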
Luc counter – Kinase-Glo luciferase inhibition (counter-screen); Kinase-Glo luciferase, ATP luminescence, 8 min; Potency, µM (doses to about 38.3 µM), inactives show top-dose activity change, negative = inhibition, actives largely listed as inhibitors; 200,000 tested, 0.28% active; also: % is scaled to controls: 0 for no effect and ±100 for the full control effect; nearly all actives have a fitted effect of over 60% in size
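Luminescence was the read-out, taken after 8-minute incubation at ambient temperature. Luciferase turned over luciferin with 10 uM ATP in imidazole pH 7.2 buffer containing KCl, MgCl2, Tween 20 and BSA.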
GoLoco inh red – inhibitors of human Gai1-RGS12 GoLoco interaction (red fluorophore). P63096. Gai1:RGS12 GoLoco peptide FP, rhodamine, 10 min. Potency, µM (doses to about 61.6 µM), without a hit: top-dose activity, negative = inhibition, actives largely listed as inhibitors. 230,000 tested, 0.44% active; active = well fitted inhibition curve with a large enough effect, not every such curve was filed as active; inactive = no such curve, though single readings can be large or run the other way; also: % is scaled to controls: 0 for no effect and ±100 for the full control effect; nearly all actives have a fitted effect of over 30% in size; many of its hits are not listed in these tables
NPSR antag – neuropeptide S receptor (human) antagonism, cAMP. AID 1461. CHO-NPSR cells, cAMP TR-FRET, antagonist mode. Q6W5P4. Potency, µM (highest dose often 38.3 µM), for inactives: at the highest dose activity change, negative = inhibition, usual class: inhibitors. 220,000 tested, 1% active; also: % is scaled to controls: 0 for no effect and ±100 for the full control effect; nearly all actives have a fitted effect of over 50% in size; many of its hits are not listed in these tables
* = called active by the depositor; i = inactive; ? = inconclusive; nt = not tested or not shown; & = joins results of further samples; [ ] = remark or other dose. Unless noted, calls follow the shape of the dose curve; as a rule, active = well fitted curve in the direction sought with a large enough effect; inconclusive = small, poorly fitted or top-dose-only effect, or another doubt; inactive = no such curve, though single readings can be large; an effect the other way counts as inactive or inconclusive. Potency is read from the fitted curve at half-maximal effect. The list is partial; count on the stated rates, not on these rows.

SMILES	RECQ1 helicase	SMN2 splice up	KDM4E inh	Epigenetic derep	IMPase Li inh	Luc counter	GoLoco inh red	NPSR antag
Cc1cc2ccccc2n1CCNC(=O)C(C)Oc1ccccc1 (stereo unspecified)	i	-51%[inhibitor]	?	1.5%	10%[38.3 µM]	0%	14%	-21%[46.1 µM]
Cc1nc(NC(=O)CN(C)S(=O)(=O)c2ccc(Br)cc2)sc1C	-14%	-11%	-3%	3.8%	5%[38.3 µM]	16%	4%	-13%[46.1 µM]
Cc1cc(=O)oc2ccc(OC(=O)CN3C(=O)c4cccc([N+](=O)[O-])c4C3=O)cc12	0%	14%	-4%	0.0%	-1%	0%	-6%	-6%
CCCCOCCCNC(=O)c1ccccc1OCC	-5%	10%	11%	-1.0%	31%[38.3 µM]	-1%	0%	-1%[46.1 µM]
Cc1ccc(NC(=O)Nc2cnccn2)cc1Cl	i	14%	?	-0.1%	-1%	-4%	3%	-7%
CC1CC(C)(C)N(C(=O)NC2CCCCC2)c2ccccc21 (stereo unspecified)	6%	-19%	1%	-1.0%	3%	2%	4%	-4%
CSc1ccccc1NC(=O)c1ccccc1N(Cc1ccccc1)S(C)(=O)=O	-14%	nt	1%	-1.0%	nt	nt	nt	-25%[46.1 µM]
Cn1ncc(Cl)c1C(=O)Nc1sc2c(c1C(N)=O)CCC2	8%	19%	?	0.0%	-9%	-3%	24%	2%[46.1 µM]
CCOc1cc(/C=C2/NC(=O)NC2=O)cc([N+](=O)[O-])c1O	i	-12%	-11%	-0.7%[10.1 µM]	36%[activator]	-6%	-5%	-36%
Cc1cc(C)nc(NS(=O)(=O)c2cccs2)c1	0%	14%	?	19%	-8%	-6%	6%	6%
O=C(CCc1ccccc1)NNC(=O)c1cccc(F)c1	i	-2%	-5%	-2.2%	21%	4%	18%	13%
CC(CC1C(C#N)=C(N)SC(N)=C1C#N)c1ccccc1 (stereo unspecified)	-9%	-29%	22µM*	0.7%	-25%[38.3 µM]	6%	169%[activator]	-5%[46.1 µM]
O=C(COc1ccccc1)NC1=NCCS1	-7%	-28%	2%	0.0%	22%[38.3 µM]	-24%	8%	4%[46.1 µM]
CCN(CC)c1ncc(C#N)c(N)n1	i	nt	2%	-1.0%	nt	nt	-2%	-9%
O=c1oc2ccccc2c(Nc2ccc3ncccc3c2)c1[N+](=O)[O-]	i	-4%	-4%	-1.9%	-11%	3%	10%	5%
Clc1ccc2nsnc2c1NC1=NCCN1	-9%	-8%	nt	1.9%	9%	nt	3%&10%	nt
O=C1OCCC1Sc1nnc(-c2ccc3c(c2)OCO3)n1-c1ccccc1 (stereo unspecified)	i	-2%	0%	-1.9%	3%[38.3 µM]	5%	10%	-2%[46.1 µM]
CCOc1ccc(N(CC(=O)NCCCOC)S(C)(=O)=O)cc1	-10%	9%	5%	-1.1%	1%[38.3 µM]	-6%	-9%	-4%[46.1 µM]
Cn1c(=O)[nH]c(=O)c2c1nc(CN1CCN(c3ccc(F)cc3)CC1)n2CCCc1ccccc1	-9%	7%	3%	1.0%	-12%[38.3 µM]	4%	7%	?
COC(=O)C1=C(NC(=O)c2ccc(C)c(C)c2)CCS1	-3%	-7%	1%	-1.4%	?	-22%	11%	-1%[46.1 µM]

A second format for some results above:
Fields: RECQ1 helicase	SMN2 splice up	KDM4E inh	Epigenetic derep	IMPase Li inh	Luc counter	GoLoco inh red	NPSR antag
> O=C(CCc1ccccc1)NNC(=O)c1cccc(F)c1
→ i	-2%	-5%	-2.2%	21%	4%	18%	13%
> CC(CC1C(C#N)=C(N)SC(N)=C1C#N)c1ccccc1 (stereo unspecified)
→ -9%	-29%	22µM*	0.7%	-25%[38.3 µM]	6%	169%[activator]	-5%[46.1 µM]
> O=C(COc1ccccc1)NC1=NCCS1
→ -7%	-28%	2%	0.0%	22%[38.3 µM]	-24%	8%	4%[46.1 µM]
> CCN(CC)c1ncc(C#N)c(N)n1
→ i	nt	2%	-1.0%	nt	nt	-2%	-9%
> O=c1oc2ccccc2c(Nc2ccc3ncccc3c2)c1[N+](=O)[O-]
→ i	-4%	-4%	-1.9%	-11%	3%	10%	5%
> Clc1ccc2nsnc2c1NC1=NCCN1
→ -9%	-8%	nt	1.9%	9%	nt	3%&10%	nt

New compounds follow.
SMILES	RECQ1 helicase	SMN2 splice up	KDM4E inh	Epigenetic derep	IMPase Li inh	Luc counter	GoLoco inh red	NPSR antag
O=C(Cc1cccs1)N1CCCC(c2nc(-c3ccc(S(=O)(=O)N4CCCC4)cc3)no2)C1 (stereo unspecified)	-4%	-23%	5%	0.8%	11%[38.3 µM]	-1%	-1%	-22%[46.1 µM]
CN1C(C(=O)Nc2ccccn2)=C(O)c2sccc2S1(=O)=O	13%	3%	1%	0.0%	0%&6%&3%	-4%	2%	-5%
CCC(OC(=O)c1nsc(Cl)c1Cl)C(=O)NC(C)(C)CC (stereo unspecified)	i	1%	-24%	3.1%	0%	3%	20%	-7%
Cc1cc(C)c2[nH]c(=O)c(C(c3nnnn3CC3CCCO3)N3CCC(C)CC3)cc2c1 (stereo unspecified)	-11%	21%	?	1.0%	8%[38.3 µM]	-1%	-14%	-19%[46.1 µM]
COC(=O)CCC(=O)Nc1ccc(S(=O)(=O)N2CCCCCC2)cc1	-8%	-10%	8%	-2.2%	5%	4%	3%	-2%[46.1 µM]
CCNC(=O)Nc1cc2nc(C)n(Cc3ccc(Br)cc3)c2nc1C	-9%	1%	-13%	-0.7%	-3%[38.3 µM]	13%	3%	-1%[46.1 µM]
CC1CCCCN1Cc1ccc(N)cc1 (stereo unspecified)	2%	0%	2%	-2.0%	5%	1%	-11%	5%[46.1 µM]
COCCNC(=O)c1ccc(N(C)S(=O)(=O)c2ccc(OC)c(OC)c2)cc1	2%	-3%	1%	-0.8%	-1%	2%	3%	-1%[46.1 µM]
CCOc1ccccc1N=C1NC(=O)CS1	-1%	4%	3%	0.0%	-4%	1%	8%	-3%[46.1 µM]
Cc1c(NC(=S)NC(=O)COc2ccccc2)c(=O)n(-c2ccccc2)n1C	-1%	-4%	4%	-1.9%	0%	-2%	1%	15%
COc1ccc(CC(=O)Nc2nc(-c3cc(OC)ccc3OC)cs2)cc1	i	-39%[inhibitor]	-7%	-3.8%	16%	-2%	3%	-11%
O=C(Nc1cc(Br)ccc1O)c1cnn2c(C(F)F)cc(C3CC3)nc12	-6%	-5%	-9%	-1.5%	20%	-2%	16%	-24%
Cc1ncc([N+](=O)[O-])n1Cc1cccc(F)c1	-8%	-5%	5%	-1.1%	0%	-1%	-4%	1%
CCOC(=O)N1CCC(NC(=O)c2ccc3c(c2)N(Cc2ccccc2)CCS3)CC1	4%	-54%[inhibitor]	-5%	1.7%	?	-1%	-24%	?
O=C(COC(=O)c1cncc(Br)c1)NCc1ccc(Cl)cc1	-13%	nt	-5%	-0.3%	nt	nt	12%	-9%[7.67 µM]
C[C@@H](C(=O)Nc1ccc2ccccc2c1)[C@H]1C[C@]1(C)[C@H](NC(=O)OCc1ccccc1)c1ccccc1	14%&-11%	-50%&-48%[inhibitor]	-4%&-5%	0.1%&1.2%	8%&-5%	5%&-3%	48%&5%[activator]	-43%
Cc1c(-c2ccccc2)oc2cc(O)ccc2c1=O	-4%	nt	-10%	0.3%	14%	3%	5%	nt
O=C(CCS(=O)(=O)Cc1ccccc1)N1CCc2ccccc2C1	-3%	22%	0%	1.0%	13%[38.3 µM]	-2%	-13%	-12%[46.1 µM]
CC(=O)Nc1cc(S(=O)(=O)C(F)(F)F)ccc1Cl	4%	-2%	-2%	4.9%	15%[38.3 µM]	2%	11%	-2%[46.1 µM]
CCOc1ccc2[nH]c(=O)c(C(c3nnnn3C3CCCCC3)N3CCN(C)CC3)cc2c1 (stereo unspecified)	10%	26%	?	-1.0%	29%[38.3 µM]	-2%	-2%	-8%[46.1 µM]
CN1CCN(Cc2c(O)ccc3c(-c4ccccc4)cc(=O)oc23)CC1	0%	-5%	?	5.7%	1%[38.3 µM]	-3%	-7%	-2%[46.1 µM]
CC(C(=O)N=Nc1c(O)n(C)c2ccc(Br)cc12)n1cnc2ccccc2c1=O (stereo unspecified)	-2%	16%	3%	1.1%	4%	-1%	1%	-32%
CC(=O)c1ccc(Nc2ncnc3c2oc2ccccc23)cc1	-5%	1.6µM*	-29%	0.8%	?	-8%	2%	4%[46.1 µM]
CN(C(=S)NC(=O)C1(C)CC1(Cl)Cl)c1ccccc1 (stereo unspecified)	-9%	16%	-3%	-1.0%	14%[38.3 µM]	-4%	2%	-9%[46.1 µM]
COC(=O)c1c(C(=O)NCc2ccccc2)ncn1CC(O)COc1ccccc1 (stereo unspecified)	-9%	-21%	-1%	3.8%	-15%[38.3 µM]	-3%	-5%	-9%[46.1 µM]
Cc1ccc(N/C=C(/C#N)c2ccsc2)cc1	-18%	?	-4%	-1.8%	-5%[38.3 µM]	9%	2%	-21%[46.1 µM]
COc1ccc(/C=C2\N=C(c3c(-c4ccccc4)noc3C)OC2=O)cc1OC	-8%	0%	4%	-0.4%	-5%[38.3 µM]	-3%	0%	-4%[46.1 µM]

Complete entries as entered above. Screens in order: RECQ1 helicase | SMN2 splice up | KDM4E inh | Epigenetic derep | IMPase Li inh | Luc counter | GoLoco inh red | NPSR antag
Record of `COC(=O)c1c(C(=O)NCc2ccccc2)ncn1CC(O)COc1ccccc1` (stereo unspecified) → -9% | -21% | -1% | 3.8% | -15%[38.3 µM] | -3% | -5% | -9%[46.1 µM]
Record of `Cc1ccc(N/C=C(/C#N)c2ccsc2)cc1` → -18% | ? | -4% | -1.8% | -5%[38.3 µM] | 9% | 2% | -21%[46.1 µM]
Record of `COc1ccc(/C=C2\N=C(c3c(-c4ccccc4)noc3C)OC2=O)cc1OC` → -8% | 0% | 4% | -0.4% | -5%[38.3 µM] | -3% | 0% | -4%[46.1 µM]
